KOR beta-arrestin-1: kappa opioid receptor blockers – cell-based, luminescence, uHTS (AID 1778); KOR beta-arrestin recruitment, luminescence, antagonist mode; higher % means a stronger effect; 0.091% of 290,000 active; inhibition, % at 10 µM, or IC50 in µM where a hit was titrated; also: strong numbers were not always called active
NOD1 inhibition: inhibition of NOD1-driven NF-kB reporter – cell-based, luminescence, uHTS, primary screen (AID 1578) | NOD1-driven NF-kB luciferase reporter cells, luminescence; higher % means a stronger effect | one-dose inhibition, % at 4 µM; EC50 in µM for titrated hits | 1% of 290,000 active; in the data active = inhibition mostly above about 36%, no sharp cut-off; inactive = mostly below about 34%;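 also: HEK-293T reporter cells stimulated with the NOD1 agonist gamma-tri-DAP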
ER stress rescue: rescue of cells from ER stress-induced death, primary screen, 384-well, CSM14.1, thapsigargin, ATP luminescence (AID 1222); CSM14.1 thapsigargin-induced death rescue, ATP luminescence; higher % means a stronger effect; one-dose cellular ATP content (survival), % at 20 µM; EC50 in µM for titrated hits; 190,000 tested, under 10 active;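 active = EC50 below 50 µM in the dose-response confirmation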;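 also: death triggered by thapsigargin at about 15 µM added after 2 h compound pretreatment; cell ATP read after overnight thapsigargin exposure of roughly 18 to 22 hours; normalized against plate controls of thapsigargin alone and 5% DMSO vehicle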
TNAP activation fold: stimulation of alkaline phosphatase TNAP activity – biochemical, luminescent, no phosphate acceptor, uHTS, primary screen (AID 1001). purified TNAP, luminescent activation assay, no phosphate acceptor; higher activation fold means a stronger effect. activation fold at 20 µM; hits with a dose series show EC50 in µM. 0.03% of 200,000 active; in the data active = activation fold from about 3, or a potency from the dose series; inactive = the rest, 99 in 100 with activation fold below about 1.6; also: many of its hits are not listed in these tables
NTR1 ag: NTR1-driven beta-arrestin-GFP spot formation – imaging, U2OS cells, high content, primary screen (AID 493036); agonist mode; activation, % at 20 µM; 0.17% of 330,000 active;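 active = activation at or above 40% of the spot to cytoplasm intensity ratio, with at least 20 cells analyzed; inconclusive = wells under 20 cells, flagged as cytotoxic or low count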;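 also: 0% = DMSO without peptide and 100% = 100 nM NTR1 peptide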
Target sequence (P30989 whole entry, looked up): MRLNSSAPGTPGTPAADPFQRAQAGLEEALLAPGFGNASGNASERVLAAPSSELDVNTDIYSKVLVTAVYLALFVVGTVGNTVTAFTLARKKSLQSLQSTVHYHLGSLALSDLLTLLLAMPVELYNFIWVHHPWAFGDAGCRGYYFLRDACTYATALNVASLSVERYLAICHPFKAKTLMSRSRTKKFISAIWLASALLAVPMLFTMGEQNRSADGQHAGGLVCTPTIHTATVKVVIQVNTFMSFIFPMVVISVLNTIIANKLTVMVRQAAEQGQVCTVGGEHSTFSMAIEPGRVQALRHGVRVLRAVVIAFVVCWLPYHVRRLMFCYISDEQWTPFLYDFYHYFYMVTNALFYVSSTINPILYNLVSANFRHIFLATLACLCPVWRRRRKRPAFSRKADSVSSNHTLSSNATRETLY
GPR55 beta-arrestin: selective activators of receptor GPR55 – imaging, U2OS cells, beta-arrestin-GFP redistribution, primary screen (AID 1961). U2OS GPR55 beta-arrestin-GFP redistribution imaging; higher % means a stronger effect. activation, % at 10 µM; hits with a dose series show EC50 in µM. 0.048% of 290,000 active;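 active = activation above 40% with more than 50 cells counted in the well; inconclusive = wells holding fewer than 50 cells, flagged as toxic or sparse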;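 also: U2OS osteosarcoma cells stably expressing GPR55 and beta-arrestin-GFP; plate controls were DMSO negative control for no effect and LPI positive control for full effect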
KOR beta-arrestin-2: kappa opioid receptor activators – cell-based, luminescence, uHTS, primary screen (AID 1777) | KOR beta-arrestin recruitment, luminescence; higher % means a stronger effect | activation, % at 10 µM; hits with a dose series show EC50 in µM | 0.02% of 280,000 active; in the data active = activation above about 50%, passing the limit was not always enough; also: a part of the inactive calls stands beside numbers as strong as those of hits
HEK293 NOD2/NF-kB: inhibition of NOD2-driven NF-kB reporter – cell-based, luminescence, uHTS, HEK293 (AID 1566); HEK293 NOD2/NF-kB luciferase reporter, luminescence; higher % means a stronger effect; inhibition, % at 4 µM, or EC50 in µM where a hit was titrated; 0.63% of 290,000 active; also: many of its hits are not listed in these tables
Yfh1-off respiration: enhancers of respiration in Yfh1-depleted yeast, dose response, Friedreich's ataxia, plus single-dose screen (AID 1465); fold induction at 50 µM; hits with a dose series show EC50 in µM; S. cerevisiae Yfh1-off respiration, WST-1 reduction, 72 h; higher fold induction means a stronger effect; 0.074% of 220,000 active;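 active = fold induction of absorbance versus untreated yeast above a set limit, then at least 30% activation at any dose in follow-up; inconclusive = repeats straddling the limit, or above it without dose testing; inactive = fold induction below the set limit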;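 also: activators that raise dye reduction in frataxin-depleted yeast; strong numbers were not always called active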
NTR1 ag cell count 20 µM: further read-out of NTR1 ag, marked with its call; cell count; measured here: cell count, cytotoxicity flag
Active calls of the source: *; i = inactive; ? = inconclusive; · = not tested or not shown; [ ] = remark or other dose. Rule as the data show it, unless noted: active = inhibition above about 50%; inactive = the rest.

SMILES | KOR beta-arrestin-1 | NOD1 inhibition | ER stress rescue | TNAP activation fold | NTR1 ag | NTR1 ag cell count 20 µM | GPR55 beta-arrestin | KOR beta-arrestin-2 | HEK293 NOD2/NF-kB | Yfh1-off respiration
O=C(c1csc2c1CCCC2)N1CCN(c2cccc(C(F)(F)F)c2)CC1 | 4.7% | 10.1% | 0.6% | 1.1 | 1.9 | 79 | -0.1% | -2.9% | 15.2% | i
COc1c(C)cccc1C(=O)NCc1ccc2c(c1)OCO2 | 1.6% | 0.0% | · | · | -1.4 | 77 | -0.1% | -3.8% | 15.7% | ·
NS(=O)(=O)c1ccc(CCNS(=O)(=O)c2cccc3nsnc23)cc1 | -19.6% | -32.5% | · | · | -0.6 | 60 | -0.2% | 1.5% | -11.4% | ·
Cc1noc(C)c1S(=O)(=O)N1CCCC1C(=O)O (stereo not drawn) | 8.8% | -15.3% | · | · | -1.4 | 53 | ? | -3.0% | 15.4% | ·
CC(C)Cn1cnc2c1c(=O)n(CC(=O)NC(=O)NC(C)(C)C)c(=O)n2Cc1ccccc1 | -12.8% | -9.3% | · | · | 1.7 | 38 | 0.1% | -2.1% | -2.3% | ·
COCCn1c(SCc2cc(=O)n3ccsc3n2)nnc1-c1ccncc1 | -23.5% | -39.6% | -0.2% | 1.1 | -0.9 | 50 | 0.1% | 4.2% | 12.1% | i
CC(C)(C)c1ccc(C(=O)N2CCCC2)s1 | 19.5% | 1.1% | · | · | -1.2 | 54 | 0.8% | -3.9% | -27.0% | i
O=C(COc1ccccc1Cl)N1CCN(c2ccc([N+](=O)[O-])c(N3CCCCC3)c2)CC1 | 5.5% | · | -0.4% | 1 | 3.0 | 49 | -0.1% | 1.5% | 15.5% | i
Cc1ccc(N(C(=O)c2ccco2)C(C(=O)NC2CCCC2)c2cccnc2)cc1C (stereo not drawn) | 32.2% | -37.9% | · | · | -1.3 | 45 | 0.5% | 1.3% | 10.2% | ·
Cc1cc(OCCN2CCOCC2)ccc1Cl | 22.9% | -41.4% | · | · | -0.7 | 48 | 0.3% | -4.5% | -35.1% | ·
O=C(Nc1nc2ccccc2s1)C1c2ccccc2Oc2ccccc21 | 19.0% | 31.0% | -0.4% | 1.2 | 13.0 | 53 | 0.0% | 1.5% | 10.9% | i
Cc1cc(NC(=O)COC(=O)c2ccccc2[N+](=O)[O-])no1 | 6.1% | -21.6% | · | 1.2 | 0.8 | 39 | -0.3% | -2.3% | 3.3% | i
O=C(CS(=O)(=O)c1ccc(Cl)cc1)NCc1ccccc1 | -26.3% | -0.4% | · | · | 1.5 | 67 | -0.3% | -1.7% | 22.2% | ·
O=C(CCn1cccc1)NCc1ccc2c(c1)OCO2 | -12.2% | -14.0% | -0.4% | 1.1 | 0.8 | 42 | 0.7% | -3.1% | 13.6% | i
COCCOc1cc(N)c(Cl)cc1Cl | 13.9% | -15.1% | -0.4% | 1 | 2.6 | 26 | -0.1% | -2.8% | 15.9% | i
CS(=O)(=O)N(CC(=O)N1CCN(c2ccccc2F)CC1)C1CCCCC1 | -19.0% | 18.9% | 1.4% | 1 | -0.4 | 59 | -0.2% | 6.3% | -12.4% | i
CS(=O)(=O)Nc1ccccc1C(=O)Nc1cc2c(cc1C(=O)O)OCCCO2 | -1.7% | -19.7% | · | · | 0.1 | 41 | -0.1% | -2.9% | 8.8% | ·
CC(C)c1ccc(-c2csc3ncnc(N4CCN(C)CC4)c23)cc1 | -0.3% | 27.4% | · | · | 0.9 | 38 | 0.0% | 2.0% | 23.7% | ·
CN(Cc1ccccn1)C(=O)C1CCC(=O)N(Cc2cccc(F)c2)C1 (stereo not drawn) | -23.4% | -23.9% | · | · | -0.5 | 61 | 0.3% | 4.0% | 0.7% | ·
COc1ccc(C)cc1-n1c(SCC(=O)Nc2cccc(C(=O)O)c2)nc2ccccc2c1=O | 12.1% | -7.7% | · | · | 1.9 | 58 | 0.3% | 2.2% | 12.4% | i
CCC1CC2CC(NC(C)=O)C1C2 (stereo not drawn) | -15.9% | 5.9% | -0.8% | 1.1 | -1.1 | 53 | 0.2% | 3.4% | 5.4% | i
CCN(CC)C(=O)Cn1cc(C(=O)C(=O)N2CCc3ccccc32)c2ccccc21 | -5.1% | -6.5% | 2.4% | 1 | 1.6 | 52 | 0.2% | -3.2% | 9.4% | i
FC(F)(F)c1cc(-c2cccs2)nc2cc(-c3ccccc3)nn12 | 24.5% | -23.1% | -1.8% | 1.1 | 2.4 | 44 | -0.4% | 3.5% | 7.6% | i
CC(=O)Oc1ccc(-c2ccc(C(=O)NCCc3ccc(S(N)(=O)=O)cc3)cc2)cc1 | -2.0% | -34.4% | · | · | 1.2 | 43 | -0.1% | -4.3% | -25.6% | ·
COc1cc2c(cc1NC(=O)CSc1nc3ccc(C)cc3[nH]1)oc1ccccc12 | -1.3% | 12.3% | -1.1% | 1 | 6.2 | 57 | 0.1% | -2.9% | 3.0% | i
Cc1ccc(O)c(CNc2nc3ccccc3n2C)c1 | -18.1% | · | -0.1% | 1.1 | -0.1 | 77 | -0.2% | 2.8% | -16.2% | i
COc1ccccc1C(=O)NCCn1cc(SCC(=O)NCc2ccco2)c2ccccc21 | 1.8% | -17.2% | -2.4% | 1.2 | 0.2 | 75 | 0.0% | -3.7% | 7.8% | i
Cc1cc(NC(=O)/C(C#N)=C/c2ccco2)n(-c2ccccc2)n1 | 35.7% | -16.5% | -1.9% | 1.1 | -2.2 | 77 | -0.1% | 0.8% | 1.7% | i
CNc1ccccc1NC(=O)C1CCCN1C(=O)OCc1ccccc1 (stereo not drawn) | -13.9% | -6.3% | · | · | -0.2 | 59 | -0.2% | 5.9% | -0.5% | ·
Cc1ccc(-c2ccc(/C=N\NC(=O)c3cc4c(ccc5ccccc54)o3)o2)cc1[N+](=O)[O-] | -32.2% | -45.9% | -0.3% | 1.1 | 0.0 | 54 | 0.3% | 2.8% | -24.4% | ·
COc1ccc(S(=O)(=O)NC2CCCC2)cc1Br | 6.5% | · | -1.3% | 1.1 | 1.3 | 54 | -0.1% | -1.8% | 2.5% | i
CCCCCOC(=O)C1=C(C)N(C)C(=O)NC1c1cc(Br)c(O)c(OC)c1 (stereo not drawn) | 9.3% | -23.0% | -2.0% | 1.1 | 0.2 | 45 | -0.1% | 2.2% | -10.3% | i
Cc1c(NC(=O)C(C)N2C(=O)C3CCCCC3C2=O)c(=O)n(-c2ccccc2)n1C (stereo not drawn) | 3.3% | -17.1% | 0.2% | 1.1 | 0.5 | 57 | -0.3% | 1.2% | 7.1% | i
COc1ccc(OCc2cc(C(=O)N3C[C@@H](C)O[C@@H](C)C3)no2)c(Cl)c1 | -4.4% | -51.6% | · | · | 0.2 | 56 | -0.1% | 4.5% | -26.0% | ·
CCCCCn1c(CCCNC(=O)CC)nc2ccccc21 | 22.7% | -16.1% | 0.3% | 1.1 | 1.1 | 72 | 0.5% | 3.3% | 23.1% | i
Cc1cc(=O)oc2cc(OCC(=O)OCC(=O)NCCc3ccccc3)ccc12 | -1.3% | -18.0% | 3.1% | 1.2 | 0.3 | 49 | -0.3% | -3.8% | 9.8% | i
CCOC(=O)c1c(-c2ccccc2)nnn1-c1nc(OC)nc(N2CCOCC2)n1 | -9.1% | -7.1% | -0.1% | 1.2 | 3.3 | 36 | 0.2% | -1.9% | 18.0% | i
N/C(=N\OC(=O)Cc1ccccc1)c1ccccn1 | 6.9% | -14.3% | -0.8% | 1.1 | 0.5 | 51 | 0.0% | -1.4% | 4.3% | i
O=C(c1ccccc1)c1c[nH]c2cc3c(cc2c1=O)OCCO3 | -6.5% | -26.7% | -0.8% | 0.9 | -1.8 | 58 | 0.2% | 7.2% | 8.0% | i
COc1ccc(OC)c(NC(=O)c2ccc(-c3csc(C)n3)cc2)c1 | 2.0%[20 µM] | -18.0% | · | · | 1.8 | 50 | -0.1% | -1.2% | -18.6% | ·
O=C(Nc1ccc(S(=O)(=O)N2CCCCC2)cc1)C1CCN(C(=O)c2ccco2)CC1 | -8.2% | -5.0% | · | · | 0.3 | 57 | 0.3% | -1.7% | 16.1% | ·
c1cnc(N2CCSCC2)nc1 | 3.5% | 6.7% | 4.0% | 1.1 | -1.9 | 47 | -0.2% | · | 8.2% | i
CCCC(=O)C1=C(O)C(C(=O)OC)C(C)(C)CC1=NCCc1ccc(OC)c(OC)c1 (stereo not drawn) | 23.5% | 2.3% | 1.6% | 1 | -1.1 | 39 | -0.3% | 3.0% | 8.4% | i
CC(Nc1oc(-c2ccco2)nc1C#N)c1ccccc1 (stereo not drawn) | 15.6% | -25.2% | -2.1% | 1.1 | -1.5 | 60 | 0.0% | -1.8% | 9.5% | i
COc1ccccc1C1CC(=O)NC(C)=C1C(=O)OCC1CCCO1 (stereo not drawn) | 13.2% | 12.2% | 0.9% | 1.1 | 0.0 | 54 | 0.1% | 1.2% | 14.8% | i
O=C(Nc1ccccc1)OCCOc1ccccc1Br | -55.9%[20 µM] | -52.8% | · | · | 1.9 | 44 | -0.3% | 1.5% | -17.9% | ·
Cc1ccc(C2C3=C(CC(C)(C)CC3=O)OC3=C2C(=O)CC(C)(C)C3)cc1 | -18.0%[20 µM] | -4.9% | -0.4% | 1 | 6.2 | 90 | 0.2% | -1.0% | 5.7% | i
COc1cc(-c2noc(C)c2-c2ccc3[nH]ccc3c2)cc(OC)c1OC | -320.3%[20 µM] | 33.3% | · | · | 2.0 | 76 | -0.3% | 1.5% | -5.4% | ·
CC(=O)Nc1ccc(NC(=O)c2ccc(NC(=O)c3ccccc3)cc2)cc1 | -23.9% | -46.8% | · | · | 0.7 | 82 | 0.0% | 4.6% | 7.2% | ·
N#Cc1ccc(CSCC(=O)O)cc1 | -4.5% | 2.6% | -1.6% | 1.1 | 2.0 | 47 | -0.3% | -4.6% | 19.3% | i
Cc1ccc(NC(=O)c2ccc(F)cc2F)cc1NS(C)(=O)=O | -10.6% | -6.3% | · | · | 1.8 | 43 | -0.2% | 2.4% | 10.9% | i
Cc1cc(NC(=O)CCC(=O)N(c2ccccc2)C(C(=O)NC2CCCC2)c2cccs2)no1 (stereo not drawn) | 25.3% | -14.5% | 0.4% | 1 | 8.9 | 42 | -0.2% | 0.0% | -0.1% | i
COc1ccc(NC(=O)CCCSc2ccccc2)cc1S(N)(=O)=O | -5.7% | -31.0% | · | · | -0.2 | 39 | 0.2% | 1.0% | 11.7% | ·
COC(=O)c1ccccc1NC(=O)CCn1c(=O)oc2ccccc21 | -2.5% | -17.4% | · | · | -0.7 | 75 | -0.1% | -1.0% | 5.3% | ·
O=C(O)c1cccc(NC(=O)c2ccccc2NC(=O)c2ccccc2F)c1 | -4.7% | -9.8% | · | · | 1.4 | 58 | -0.1% | 0.7% | 0.8% | ·
C[n+]1ccccc1/C=C/c1ccc2ncccc2c1 | -47.5%[20 µM] | -5.9% | · | · | 0.1 | 50 | -0.1% | 4.6% | 8.9% | ·
CCCCNC(=O)c1ccccc1C(=O)NCCCC | -12.2% | -3.5% | -2.0% | 1 | -0.9 | 91 | -0.3% | -1.2% | 24.2% | i

High-throughput results deposited in PubChem by several laboratories.

The list is partial; count on the stated rates, not on these rows.
